KB-V1 cytotox = KB-V1 MDR subline cytotoxicity. Potency, µM (highest dose often 46.1 µM), for the others: at the top dose activity change, negative = cytotoxicity, actives largely listed as cytotoxic. KB-V1 MDR cells viability, CellTiter-Glo, 72 h. hit rate 3.4% among 400,000; also: potency is read from the fitted curve at half-maximal effect; % is scaled to controls: 0 for no effect and ±100 for the full control effect; nearly all actives have a fitted effect of over 60% in size
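Compound-treated KB-V1 multidrug-resistant cells, 72 h, 37 degrees C; viability by CellTiter-Glo. Fitted qHTS curves give the values.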
HT1080 IDH1KD tx = HT-1080 IDH1 knockdown cell toxicity (counter line) | HT-1080 IDH1 knockdown viability, ATP luminescence, 48 h | Potency, µM (doses to about 46.1 µM), for the others: at the top dose activity, negative = toxicity, most hits filed as cytotoxic | hit rate 2% among 360,000 | AID 686971;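 also: potency is read from the fitted curve at half-maximal effect; 0% = DMSO wells and -100% = cell-free medium wells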
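Knockdown cells (IDH1KD HT-1080) received compounds 2 h after plating at 750 cells/well and were kept 48 h at 37 °C in 5% FBS RPMI. A CellTiter-Glo luminescence read gave % activity for curve fitting.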
MCF10A rerep = inducers of DNA re-replication in MCF 10A breast cells; Potency, µM (highest dose often 46.1 µM), for inactives: at the top dose activity, positive = re-replication, usual class: activators; AID 624296; MCF 10A DNA re-replication, Hoechst nuclear intensity, 48 h; hit rate 2.9% among 350,000; also: potency is read from the fitted curve at half-maximal effect; % of control where 0% means no effect; nearly all actives have a fitted effect of over 50% in size
IL1B secr inh = inflammasome signaling inhibition, IL-1 beta readout | THP-1 LPS/ATP IL-1B secretion, AlphaLISA, 16 h; active compounds read low | hit rate 4.7% among 360,000 | activity change, % at 57.5 µM; in the data active = activity change below about -50%; inconclusive = mostly about -30% to -49%; also: % is scaled to controls: 0 for no effect and ±100 for the full control effect
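Secreted IL-1B measured by AlphaLISA bead assay after 16 h compound exposure of THP-1 cells; compounds (final up to 57.5 uM) added 1 h before LPS (250 ng/mL) and ATP (1.25 mM) stimulation; lower signal means less secretion.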
KB-3-1 tox = KB-3-1 parental cell cytotoxicity; KB-3-1 viability, CellTiter-Glo ATP luminescence, 72 h; Potency, µM (top dose mostly 46.1 µM), for inactives: at the highest dose activity change, negative = cytotoxic, most hits filed as cytotoxic; hit rate 1.4% among 400,000; also: potency is read from the fitted curve at half-maximal effect; % is scaled to controls: 0 for no effect and ±100 for the full control effect; nearly all actives have a fitted effect of over 60% in size
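Cells are dispensed, compounds pinned in, plates held at 37 °C for 72 h, then CellTiter-Glo is added and luminescence read after 10 minutes. Cell line: parental KB-3-1 in phenol-red-free DMEM, 10% FBS.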
SW480 rerep = inducers of DNA re-replication in SW480 colon cancer cells. SW480 DNA re-replication, Hoechst DNA content imaging, 48 h. Potency, µM (top dose mostly 46.1 µM), without a hit: at the highest dose re-replication activation, usual class: activators. hit rate 1.8% among 340,000; also: potency is read from the fitted curve at half-maximal effect; % of control where 0% means no effect; nearly all actives have a fitted effect of over 55% in size
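Compounds, transferred as 23 nL by pin tool, were incubated with cells for 48 hr; DNA content per nucleus was then quantified by Hoechst staining and fluorescence plate imaging.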
ATXN viability = viability counter-screen for ATXN expression inhibitors. S2 cells (HEK-293 line with an ATXN2-luciferase reporter) viability, CellTiter-Fluor protease fluorescence, 24 h. Potency, µM (series often up to 56.7 µM), usual class: cytotoxic. hit rate 0.49% among 400,000. AID 651635; also: potency is read from the fitted curve at half-maximal effect; nearly all actives have a fitted effect of over 40% in size
HT1080NT lethal = kills 2HG-producing HT-1080-NT fibrosarcoma cells; hit rate 1.6% among 360,000; HT-1080-NT fibrosarcoma viability, CellTiter-Glo ATP luminescence, 48 h; Potency, µM (top dose mostly 46.1 µM), for the others: at the top dose activity, negative = less viability, hits mostly cytotoxic;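 also: NT is the 2HG producing partner of a matched IDH1 knockdown line; potency is read from the fitted curve at half-maximal effect; 0% = DMSO-treated cells and -100% = media-only wells without cells; nearly all actives have a fitted effect of over 55% in size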
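Fibrosarcoma NT cells, 750 per well in 5% FBS RPMI, were exposed to compound for 48 hours. Viability: CellTiter-Glo luminescence.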
ATXN2 expr inh = ATXN2 expression inhibition. HEK-293 ATXN2-luciferase reporter, luminescence, 24 h. Potency, µM (doses to about 57 µM), without a hit: top-dose activity change, negative = inhibition, hits mostly inhibitors. hit rate 0.72% among 360,000; also: potency is read from the fitted curve at half-maximal effect; % is scaled to controls: 0 for no effect and ±100 for the full control effect; nearly all actives have a fitted effect of over 55% in size
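qHTS (up to 57 uM final) was run with 24 h compound exposure of reporter cells at 37 °C. Each well was multiplexed: SteadyGlo luminescence measured ATXN2-luciferase expression after a fluorogenic Gly-Phe-AFC viability readout (25 uM final).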
* hit, by the source's call; i = inactive; ? = inconclusive; / = not tested or not shown; & = joins results of further samples; [ ] = another dose, or the depositor's remark. Unless noted, calls follow the shape of the dose curve; as a rule, active = well fitted curve in the direction sought with a large enough effect; inconclusive = small, poorly fitted or top-dose-only effect, or another doubt; inactive = no such curve, though single readings can be large; an effect the other way counts as inactive or inconclusive.

SMILES | KB-V1 cytotox | HT1080 IDH1KD tx | MCF10A rerep | IL1B secr inh | KB-3-1 tox | SW480 rerep | ATXN viability | HT1080NT lethal | ATXN2 expr inh
CCCCn1nnnc1C(c1ccccc1)N1CCc2ccccc2C1 (centres undefined) | ? | -12% | / | 17 | -1% | / | i | -26% | 12%
COC(=O)C(NC(=O)C(NC(=O)C1CCC(C)CC1)C(C)C)C(C)C (centres undefined) | -9% | 4% | 5% | -4 | 14% | 1% | i | 9% | 1%
C/C(=N\Nc1nc(C)cc(=O)[nH]1)C1CC1 | 0% | 6% | -2% | -1 | 1% | -7% | i | 15% | /
Cc1ccc(/C(O)=C2\C(=O)C(=O)N(C)C2c2cccc([N+](=O)[O-])c2)cc1 (centres undefined) | -21% | -3% | 0% | 9 | 19% | -1% | i | -4% | -5%
COc1ccc(-c2nc3ccccc3c(=O)n2CCOc2c(C)cccc2C)cc1 | -18% | 11% | ? | 45 | -9% | 2% | / | 11% | -9%[11.3 µM]
COc1ccc(Oc2ncnc3c2ncn3Cc2ccccc2)cc1 | 1% | -3% | -2% | -9 | ? | -7% | i | 5% | 100%[activator]
Cn1c(Cn2nnc3ccccc32)nnc1SCC(=O)c1ccccc1F | 7% | 7%[9.24 µM] | -2% | 18 | 9% | 2% | i | -23% | 39%[activator]
Cc1ccc(C)c2[nH]c(=O)c(CCNC(=O)c3ccc(S(=O)(=O)N4CCOCC4)cc3)cc12 | ? | 0% | 1% | 0 | 1% | -2% | i | 5% | 3%
CCOC(=O)Cn1nnc(-c2cccc(OC)c2)n1 | -6% | 11% | -4% | 7 | 3% | -1% | i | 2% | 25%
CC(=O)Nc1ccc(C=NNC(=O)c2ccc(NS(=O)(=O)c3cccs3)cc2)cc1 | ? | -1% | 0% | 7 | 0% | -2% | i | -2% | 4%
CCN(CC)C(=O)C12CC3CC(CC(Br)(C3)C1)C2 | 18% | 3% | 7% | -7 | 9% | -3% | i | 15% | -4%
O=C(CSc1nnc(COc2ccc(Cl)cc2)o1)Nc1nccs1 | -11% | -11% | / | -5 | 0% | / | i | -17% | /
COc1ccc(C(NC(=O)C2CCN(Cc3cc(OC)cc(OC)c3)CC2)c2ccccn2)cc1 (centres undefined) | -22% | 19% | / | -14 | -3% | / | i | 5% | 2%
CCO[C@@H]1OC(C(=O)N2CCCCCCC2)=C[C@H](c2ccc(C(F)(F)F)cc2)[C@H]1CCCO | -7% | -1% | ? | -16 | -8% | ? | ? | -3% | -12%
COc1ccc(F)c(-c2nc(CN3CCN(C(=O)c4ccco4)CC3)c(C)o2)c1 | -28% | -1% | 15% | -6 | -12% | -1% | i | 2% | 2%

The final 4 entries of the part above lead into the next.
SMILES | KB-V1 cytotox | HT1080 IDH1KD tx | MCF10A rerep | IL1B secr inh | KB-3-1 tox | SW480 rerep | ATXN viability | HT1080NT lethal | ATXN2 expr inh
O=C(CSc1nnc(COc2ccc(Cl)cc2)o1)Nc1nccs1 | -11% | -11% | / | -5 | 0% | / | i | -17% | /
COc1ccc(C(NC(=O)C2CCN(Cc3cc(OC)cc(OC)c3)CC2)c2ccccn2)cc1 (centres undefined) | -22% | 19% | / | -14 | -3% | / | i | 5% | 2%
CCO[C@@H]1OC(C(=O)N2CCCCCCC2)=C[C@H](c2ccc(C(F)(F)F)cc2)[C@H]1CCCO | -7% | -1% | ? | -16 | -8% | ? | ? | -3% | -12%
COc1ccc(F)c(-c2nc(CN3CCN(C(=O)c4ccco4)CC3)c(C)o2)c1 | -28% | -1% | 15% | -6 | -12% | -1% | i | 2% | 2%
COc1ccc(/C=N/NC(=O)C(=O)N2CCCCCC2)cc1 | 16% | 6% | 20% | -4 | -2% | -16% | i | 27% | 27%
CCCn1c(=N)c(S(=O)(=O)c2ccccc2)cc2c(=O)n3cccc(C)c3nc21 | -5% | 2% | ? | 24 | ? | 10% | i | 6% | 16%
CCS(=O)(=O)c1nc(S(=O)(=O)c2ccc(C)cc2)c(NCc2ccccn2)s1 | -10% | -4% | 6% | -16 | -5% | -2% | ? | 17% | -1%[11.3 µM]
CC(C)CCN1C(Nc2ccccc2)=NC[C@@H]1Cc1ccccc1 | 22% | -2% | -2% | -15 | -2% | -13% | ? | -17% | -5%
Cc1ccc2c(c1)cc1c(=O)n(CC(=O)N(C)c3ccccc3)nc(C)n12 | -1%&-10% | -1% | -1% | -12 | 11%&3% | 13% | i | 11% | 4%&7%
CCc1ccc(C(=O)CCC(=O)Nc2cccc(S(=O)(=O)N3CCCCC3)c2)cc1 | -2% | -18% | ? | -7 | -7% | ? | i | -22% | 2%
CCOC(=O)c1c(NC(=O)c2cc(CC)on2)sc(C)c1C | ? | / | / | / | 18% | / | i | / | -8%
Cc1ccc(-c2nnc(Nc3ccc(F)cc3)c3ccccc23)cc1S(=O)(=O)N1CCN(C)CC1 | -3% | / | / | / | -1% | / | i | / | -16%
CN(C)CCNc1nc(Oc2cccc(F)c2)c2sccc2n1 | 0% | ? | / | -29 | -2% | / | i | ? | -11%
O=[N+]([O-])c1ccccc1S(=O)(=O)N1CCCCC1 | -14% | 8% | -4% | 0 | 1% | -82%[inhibitor] | i | 4% | 1%
COc1cc(/C=C2\SC(=O)N(c3ccc(O)cc3)C2=O)cc(OC)c1OC | -16% | 10% | ? | ? | 11% | 3% | i | 21% | -19%
CCOc1cc(C(=O)CCC(=O)OCC(=O)N2c3ccccc3NC(=O)C2(C)C)ccc1O | -7% | -27% | 4% | 3 | 0% | 13% | i | -13% | 9%
CCOc1ccc(NC(=O)c2csc3c2CCCC3)cc1 | 0% | -4% | ? | ? | -4% | -9% | i | -12% | 32%[activator]
Cc1c(NC(=O)CN2c3ccccc3CC2C)c(=O)n(-c2ccccc2)n1C (centres undefined) | -2% | 0% | -7% | 0 | 7% | ? | i | -16% | /
COC(=O)c1cn(NC(=O)c2ccccc2[N+](=O)[O-])c(=O)c2ccccc12 | -38% | -7% | 0% | -11 | -4% | -4% | i | -7% | -20%
Cc1cc(NC(=O)c2ccc(N3C(=O)C4C5C=CC(C5)C4C3=O)cc2)no1 (centres undefined) | -1% | 2% | -28% | 6 | 15% | 1% | i | -2% | 1%
CCCCSc1n[nH]c(=S)c2nc[nH]c12 | -5% | 2% | ? | 9 | -7% | 12% | i | -3% | 5%
CCCCN1C(=O)NC(NC(=O)c2ccco2)(C(F)(F)F)C1=O (centres undefined) | -13% | 7% | 2% | 22 | 1% | -10% | i | 2% | -8%
CCN1CCN(S(=O)(=O)c2ccc(Cl)c(C(=O)N(C)Cc3cccc(Cl)c3Cl)c2)CC1 | ? | -15% | ? | -69* | -3% | 15% | i | -3% | -9%
COc1cc(C(=O)O)c2ccccc2n1 | 2% | -5% | -24% | 18 | -1% | -26% | i | 6% | -5%
O=C(NC1CCCCC1NC(=O)c1ccco1)c1ccco1 (centres undefined) | 9% | 0% | -2% | 21 | 13% | -5%[9.22 µM] | i | -1% | 3%
CC(C)NC(=S)N/N=C1\CCCCc2ccccc21 | 17% | -4% | 23% | 12 | -4% | 4% | i | 9% | /
O=c1[nH]c(CSc2ncnc3sccc23)nc2ccccc12 | 0% | 14% | 1% | 0 | 22% | 20% | i | 11% | 14%
CC[C@@H](C)[C@@H](C(=O)N1CCN(C(=O)OC(C)(C)C)CC1)n1cc(CCCN=C(NC(=O)OC(C)(C)C)NC(=O)OC(C)(C)C)nn1 | -18% | 10% | 12% | 50 | 6% | 1% | i | 10% | 6%
CCCCN(CCCC)S(=O)(=O)c1ccc2[nH]c(=O)[nH]c2c1 | 6% | -28% | -30%[inhibitor] | -11 | -1% | -3% | i | ? | 2%
COc1ccc(S(N)(=O)=O)cc1C(=O)NNC(=O)CN(C)S(=O)(=O)c1ccc(Cl)cc1 | -12% | 10% | -1% | 5 | 13% | -5% | i | -1% | 2%
CCOC(=O)c1[nH]ncc1CN1CCCC(C(=O)c2ccc(OC)cc2C)C1 (centres undefined) | 27% | -3% | 7% | 0 | 8% | -4% | i | 3% | /
O=C(Nc1csc(Cl)c1)c1ccccc1 | 9% | 13% | -2% | -20 | -20% | -7% | i | 9% | 35%[activator]
CCOC(=O)c1cn(CC#N)c2cc(F)c(F)cc2c1=O | 0% | 14% | -7% | 0 | -2% | -3% | i | 6% | -16%
CC1(C)OC(=O)N(CC(=O)Nc2ccccc2)C1(C)O (centres undefined) | -1% | 16% | 0% | -4 | -3% | -6% | i | 20% | 7%
CN(C(=O)CS(=O)(=O)c1cn(CC(=O)N2CCOCC2)c2ccccc12)c1ccccc1 | -12% | 0% | 0% | 7 | 3% | -12% | i | 0% | -4%
Cc1cccc(-n2c(C)cc(/C=N/NC(=O)c3cccc([N+](=O)[O-])c3C)c2C)c1 | -28% | ? | ? | -18 | -23% | ? | i | -21% | -2%
Cc1ccc(C(=O)NC(=S)Nc2cc(C(F)(F)F)ccc2Cl)cc1 | -3% | ? | 9.2µM* | 5 | -2% | ? | i | ? | -10%
Cc1ccc(SC[C@H](Cc2ccccc2)N2CC[C@@H](C)CCC2=O)cc1 | ? | -15% | ? | -16 | ? | 8% | i | -20% | -19%
CCCN(CC(=O)Nc1ccccc1OC)C(=O)c1cc(S(=O)(=O)NCc2ccccc2)ccc1C | -2% | -19% | -3% | 0 | 0% | -10% | i | -12% | 20%
O=C(N/N=C/c1ccccc1OC(F)F)c1cc(-c2ccncc2)nc2ccccc12 | -8% | 2.1µM* | 4.6µM* | 75 | 18µM* | 12µM* | ? | ? | 24%[2.22 µM]
CCCN1CCc2c(sc3nc(SCC)n(-c4ccccc4)c(=O)c23)C1 | 12% | -20% | ? | -11 | -1% | 5% | i | -19% | 2%
COc1ccc(N=Cc2nc(-c3ccccc3)oc2OC(=O)c2ccccc2)cc1 | 4% | -6% | 0% | 0 | 1% | 17% | i | 0% | /
CCCC(=O)NC(c1ccc(C)cc1)c1ccc2cccnc2c1O (centres undefined) | 3.7µM* | ? | 21µM* | 184 | ? | ? | i | ? | ?

Assay outcomes from PubChem.
